Compound activity deposited in PubChem BioAssay by National Center for Advancing Translational Sciences (NCATS).
LDHA inh = qHTS assay for inhibitors of human lactate dehydrogenase; L-lactate dehydrogenase A chain (Homo sapiens), P00338; purified LDHA, NADH/diaphorase-resazurin fluorescence; active compounds read low; activity change, % (values are at about 110 or 230 µM); hit rate 0.15% among 480,000; in the data active = activity change below about -30%; inconclusive = mostly about -25% to -30%;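 note: plate controls were DMSO wells for no effect and wells without enzyme for full effect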
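Resorufin fluorescence (ex540/em590), read at 0 and 20 min after diaphorase/resazurin addition, reports the NADH left after a 5 min room-temperature reaction of 2 nM human LDH5 with 0.06 mM NADH and 0.2 mM pyruvate.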
RGS4 inh = Inhibitors of Regulator of G Protein Signaling (RGS) 4: qHTS; Transcreener GDP fluorescence polarization, RGS4-accelerated GTP hydrolysis; AID 504845, 2011; Potency, µM (series often up to 114 µM), inactives show at the highest dose activity change, negative = inhibition, usual class: inhibitors; hit rate 0.039% among 390,000; Regulator of G-protein signaling 4 (Homo sapiens), P49798; note: potency is the fitted concentration of half-maximal effect; % is set by controls: 0 for no effect and ±100 for the full control effect; nearly all actives have a fitted effect of over 75% in size; some results filed as inactive show a strong effect at the top dose
Target sequence (P49798 whole entry, looked up): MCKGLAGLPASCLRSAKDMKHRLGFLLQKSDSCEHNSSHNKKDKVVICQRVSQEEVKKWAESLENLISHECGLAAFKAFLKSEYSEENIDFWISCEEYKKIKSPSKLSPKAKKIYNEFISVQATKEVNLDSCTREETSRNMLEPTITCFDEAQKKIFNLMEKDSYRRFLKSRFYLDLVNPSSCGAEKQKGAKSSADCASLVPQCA
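MLSMR compounds (23 nl, pin-transferred) preincubated 10 min at room temperature with a 500nM (2x) first reagent, then RGS4 at 900nM (2x) plus Transcreener GDP mix added; fluorescence polarization (620/688 nm) read before and after 90 min at 30 °C.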
ERG Ets-DNA blk = qHTS for Small Molecule Inhibitors of the ERG Ets/DNA interaction; fluorescence polarization, His-ERG Ets domain / labelled DNA; Potency, µM (titrated, usually from 76.9 µM), inactives show at the highest dose FP activity, negative = inhibition, usual class: inhibitors; hit rate 0.028% among 370,000; AID 624246, 2012; active = well fitted inhibition curve with a large enough effect in the polarisation, with a control signal flat; inconclusive = small, poorly fitted or top-dose-only effect, or effect the other way, or a change in a side signal; inactive = no such curve, though single readings can be large or run the other way; the % refers to the polarisation;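 note: polarization taken with two DNA probes labelled with fluorescein and Texas red; potency is the fitted concentration of half-maximal effect; % of control where 0% means no effect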
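His-tagged ERG Ets domain (1 uM in the protein solution; 300mM KCl, 50mM Tris-HCl, 1mM EDTA, 1mM DTT, pH 7.5) received compound, then a probe mix of 5 nM fluorescein-DNA and 100nM Texas-615-DNA. Fluorescence polarization was read for both dyes.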
Vif-APOBEC3G blk = qHTS for Inhibitors of Vif-A3G Interactions: qHTS. HeLa A3G-eYFP + Vif (tagged APOBEC3G with the HIV-1 protein that degrades it), YFP fluorescence, overnight. Potency, µM (series often up to 46.1 µM), for inactives: at the highest dose activity, negative = active, most hits filed as inhibitors. hit rate 0.076% among 410,000. AID 602310, 2012;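 note: potency is the fitted concentration of half-maximal effect; % is set by controls: 0 for no effect and ±100 for the full control effect; nearly all actives have a fitted effect of over 60% in size; hits raise eYFP signal because A3G escapes Vif-driven loss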
Target sequence (Q9HC16 whole entry, looked up): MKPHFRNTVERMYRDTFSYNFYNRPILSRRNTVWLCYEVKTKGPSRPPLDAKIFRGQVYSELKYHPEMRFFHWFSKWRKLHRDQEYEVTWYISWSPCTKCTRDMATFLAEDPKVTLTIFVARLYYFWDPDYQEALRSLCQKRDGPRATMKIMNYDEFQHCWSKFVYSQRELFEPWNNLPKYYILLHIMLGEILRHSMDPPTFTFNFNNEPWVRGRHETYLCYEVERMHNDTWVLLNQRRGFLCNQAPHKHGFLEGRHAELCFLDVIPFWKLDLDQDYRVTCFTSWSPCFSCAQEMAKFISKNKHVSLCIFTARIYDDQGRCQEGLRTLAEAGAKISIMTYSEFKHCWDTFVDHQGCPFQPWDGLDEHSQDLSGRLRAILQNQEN
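Read-out is eYFP fluorescence (Ex 488/Em 500-530) from Vif-expressing HeLa A3G-eYFP cells; more signal means A3G escaped Vif-mediated degradation. Cells plated overnight, compound pinned in, incubated overnight at 37 deg C.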
D2 agonist = HTS Assay for Allosteric Agonists of the Human D2 Dopamine Receptor: Primary Screen for Agonists. D(2) dopamine receptor (Homo sapiens), P14416. HEK293 T-REx D2 cells, calcium flux agonist mode. activation, % at 2 µM. hit rate 0.53% among 340,000. AID 485358, 2010;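 active = activation over 3 SD above normal in the single-dose calcium agonist read, cut at about 30% in these data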; note: 0% is about no effect
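In this primary screen, compounds producing a positive calcium signal within 180 s of addition to tetracycline-induced, force-coupled HEK293 Trex D2 cells are flagged; cells are dye-loaded with a no-wash calcium kit beforehand.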
ALOX12 inh = Primary qHTS assay for inhibitors of human arachidonate 12S-lipoxygenase (ALOX12): Round 2 | hit rate 1.1% among 580,000 | Potency, µM (top dose mostly 108 µM), for the others: at the top dose activity change, negative = inhibition, usual class: inhibitors | Polyunsaturated fatty acid lipoxygenase ALOX12 (Homo sapiens), P18054 | purified 12hLO, xylenol orange hydroperoxide absorbance; note: potency is the fitted concentration of half-maximal effect; % is set by controls: 0 for no effect and ±100 for the full control effect
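Purified human 12hLO at 150 nM in 25 mM Hepes, 0.01% Triton X-100, pH 7.0, preincubated 15 min at room temperature with compound. Reaction started with 40 uM arachidonic acid, 30 min at room temperature. Hydroperoxide measured by Fe-xylenol orange, 573/405 nm absorbance ratio.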
D2 antagonist = HTS Assay for Allosteric Antagonists of the Human D2 Dopamine Receptor: Primary Screen for Antagonists; HEK293 TREx D2 cells, calcium flux, dopamine EC80; hit rate 2% among 340,000; D(2) dopamine receptor (Homo sapiens), P14416; AID 485344, 2010; inhibition, % at 10 µM; in the data active = inhibition above about 30%; note: 0% is about no effect
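Cells plated overnight at 30 C with tetracycline; no-wash calcium dye, 30–90 min RT; 10 s baseline; compound pinned; 180 s read; EC80 dopamine added; another 180 s read.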
GRP78 ERSR act = qHTS for Inducers of the Endoplasmic Reticulum Stress Response (ERSR) in Human Glioma: qHTS; U87-MG GRP78 promoter luciferase reporter, 16 h; Potency, µM, for inactives: at the top dose activation, hits mostly activators; hit rate 0.02% among 420,000; AID 602332, 2012; note: potency is the fitted concentration of half-maximal effect; series mostly up to about 76 µM; % of control where 0% means no effect; nearly all actives have a fitted effect of over 35% in size
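Stably transfected U87-MG human glioma cells carrying a GRP78-based luminescent sensor were seeded at 1000 cells/well, pin-dosed with compounds and incubated 16 h. Luciferase reagent was then added, and end-point luminescence was read after 10 min at room temperature.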
Vif-APOBEC3F blk = qHTS for Inhibitors of Vif-A3F Interactions: qHTS | HeLa A3F-eYFP + Vif (tagged APOBEC3F with the HIV-1 protein that degrades it), YFP fluorescence increase | Potency, µM (top dose mostly 46.1 µM), for the others: at the top dose activity, negative = active | hit rate 0.2% among 390,000 | AID 602313, 2012; note: potency is the fitted concentration of half-maximal effect; % of control where 0% means no effect; nearly all actives have a fitted effect of over 65% in size
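Fluorescence increase (Ex 488/Em 500-530) after overnight compound treatment at 37 deg C flags inhibition of Vif-driven A3F-eYFP loss in stable HeLa A3F-eYFP/Vif cells seeded overnight beforehand.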
The depositor's hits bear a star; u = inconclusive; x = no result given; & = joins results of further samples; [ ] = remark or other dose. Unless noted, calls come from the whole dose curve; as a rule, active = well fitted curve in the direction sought with a large enough effect; inconclusive = small, poorly fitted or top-dose-only effect, or another doubt; inactive = no such curve, though single readings can be large; an effect the other way counts as inactive or inconclusive.

Screens by letter – A = LDHA inh; B = RGS4 inh; C = ERG Ets-DNA blk; D = Vif-APOBEC3G blk; E = D2 agonist; F = ALOX12 inh; G = D2 antagonist; H = GRP78 ERSR act; I = Vif-APOBEC3F blk
COc1ccccc1C1CCN(c2cc(O)ccc2[N+](=O)[O-])CC1
  A = 5	B = -11%	C = 2%	D = -1%	E = 2.5	F = u	G = 34*	H = -1%	I = -13%
COc1cc2ccccc2cc1C(=O)NC(=S)Nc1ccc(C(=O)O)cc1
  A = -4	B = -39%	C = -1%	D = 3%	E = x	F = 29%	G = x	H = -7%	I = -9%
Cc1nnsc1C(=O)N/N=C/c1ccc(OC(F)(F)F)cc1
  A = -4	B = -4%	C = -3%	D = 0%	E = 2.3	F = 12%	G = 8	H = -1%	I = 9%
O=C1N[C@@H](Cc2ccccc2)COC(=O)[C@@H](Cc2ccc(F)cc2)CC/C=C/C[C@H]1CC(=O)N(CCO)Cc1ccccc1
  A = -3	B = -6%	C = 0%	D = -1%	E = x	F = u	G = x	H = -4%	I = 2%
Cc1ccc(NC(=O)c2ccc(Cl)c(S(=O)(=O)N3CCc4ccccc43)c2)nc1
  A = -4	B = 10%	C = 5%	D = 0%	E = x	F = 16%	G = x	H = 7%	I = -5%
O=C(C[C@@H]1C/C=C\C[C@@H](Cc2ccc(F)cc2)C(=O)OC[C@@H]2CCCN2C1=O)N[C@H](CO)Cc1ccccc1
  A = -3	B = 2%	C = 10%	D = 1%	E = x	F = u	G = x	H = -4%	I = 5%
Cc1cc(NC(=O)c2ccc3c(c2)C(=O)N(Cc2cccnc2)C3=O)no1
  A = -9	B = 10%	C = -7%	D = -7%	E = -0.2	F = -21%	G = -5	H = -2%	I = -3%
O=C(CN(Cc1ccccc1)S(=O)(=O)c1ccccc1)N1CCOCC1
  A = 0	B = -27%	C = 11%	D = 2%	E = 0.7	F = 0%	G = 3	H = -1%	I = -3%
CCOC(=O)[C@H]1[C@H]2COc3ccc(OC)cc3[C@@H]2N2C(=O)c3cc(OC)ccc3NC(=O)[C@@]12C
  A = -3	B = -8%	C = 3%	D = -1%	E = -0.3	F = -24%	G = -5	H = -4%	I = 4%
COn1c(SCC(N)=O)nc2ccccc2c1=O
  A = -5	B = 0%	C = 0%	D = -4%	E = 1.3	F = -2%	G = -27	H = -1%	I = -1%

Part of the list above, showing only RGS4 inh and LDHA inh.
molecule	RGS4 inh	LDHA inh
COc1ccccc1C1CCN(c2cc(O)ccc2[N+](=O)[O-])CC1	-11%	5
COc1cc2ccccc2cc1C(=O)NC(=S)Nc1ccc(C(=O)O)cc1	-39%	-4
Cc1nnsc1C(=O)N/N=C/c1ccc(OC(F)(F)F)cc1	-4%	-4
O=C1N[C@@H](Cc2ccccc2)COC(=O)[C@@H](Cc2ccc(F)cc2)CC/C=C/C[C@H]1CC(=O)N(CCO)Cc1ccccc1	-6%	-3

(cont.)
Screens by letter – A = LDHA inh; B = RGS4 inh; C = ERG Ets-DNA blk; D = Vif-APOBEC3G blk; E = D2 agonist; F = ALOX12 inh; G = D2 antagonist; H = GRP78 ERSR act; I = Vif-APOBEC3F blk
O=C(COc1cccc(Cl)c1)Nc1nc(-c2ccc(S(=O)(=O)N3CCOCC3)cc2)cs1
  A = -6	B = -10%[11.4 µM]	C = 3%	D = -2%	E = -0.6	F = 0%	G = -10	H = -2%	I = -7%
O=C(Nc1cccc(S(=O)(=O)N2CCCCC2)c1)[C@@H]1CCCN1S(=O)(=O)c1ccccc1C(F)(F)F
  A = 1	B = -10%	C = 15%	D = -1%	E = x	F = 94%[activator]	G = x	H = -5%	I = 6%
O=C1CCCN1CCCNC(=S)Nc1ccccc1
  A = 3	B = -21%	C = 36%[activator]	D = -4%	E = -0.9	F = 28µM*	G = -5	H = -3%	I = 14%
CCn1ccnc1CN(C)Cc1nc(CCC(C)C)no1
  A = -3	B = -3%	C = -8%	D = -7%	E = 0.1	F = 1%	G = 2	H = -2%	I = -1%
O=C(C1CC1)N1CCc2cc(Br)cc(S(=O)(=O)Nc3ccc(C(F)(F)F)cc3)c21
  A = -3	B = -19%	C = -25%	D = -23%	E = 0.3	F = -58%	G = x	H = -4%	I = 0%
COc1ccccc1N1CCN(c2ncccc2-c2nc(-c3ccc(Cl)cc3)no2)CC1
  A = -4	B = 10%	C = -1%	D = 0%	E = -1.9	F = u	G = x	H = -2%	I = -6%
O=C(CC1SCCNC1=O)Nc1ccc(F)c(Cl)c1 (centres undefined)
  A = 3&-3	B = 15%	C = 3%	D = 0%	E = -0.5	F = 1%&1%	G = -8	H = -2%	I = 9%
O=C(CC12CC3CC(CC(C3)C1)C2)Nc1ccc(C(=O)O)cc1
  A = -2	B = 17%	C = -10%	D = 2%	E = 0.3	F = -10%	G = -7	H = -6%	I = -28%
CC(O)CNCc1ccccc1C(F)(F)F (centres undefined)
  A = -11	B = 37%	C = -12%	D = 0%	E = -0.1	F = 0%	G = 0	H = -5%	I = 0%
C#CCOc1nc(C)cc(C)c1S(=O)(=O)c1ccccc1C
  A = -2	B = 10%	C = 0%	D = 9%	E = 3.1	F = -6%	G = -18	H = -7%	I = 5%

A portion of the library; count on the stated rates, not on these rows.
